sEH inh = soluble epoxide hydrolase (human) inhibition; P34913; recombinant human sEH enzymatic activity assay; inhibition, % at 2 µM; hit rate 0.34% among 91,000; in the data active = inhibition above about 80%; also: values of inactives mirror those of a sister screen read the other way; many of its hits are not listed in these tables
hDAT+cocaine = human DAT dopamine uptake with cocaine, either direction. hit rate 1.3% among 110,000. B-score at 10 µM. LLC-PK1 hDAT cells, [14C]-dopamine uptake with cocaine IC80; actives deviate in either direction. Q01959. AID 449768;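 active = Z score or B-score, a plate-position-corrected score, falls beyond the plate's 99.7% confidence bounds, in either direction; inactive = both scores lie inside the 99.7% bounds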;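 also: scored against the spread of the other compound wells on the same plate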
Ecoli WT expand = blocks growth of wild type E. coli BW25113. OD600 absorbance. growth inhibition, % at 100 µM. hit rate 0.15% among 98,000. AID 710;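 active = growth inhibition above about 50% at one test dose, limit read from the data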;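 also: growth measured after 20 h incubation at 37 °C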
VCAM1 TNFa inh = reduces TNF alpha induced VCAM1 expression in HUVEC | HUVEC TNFa-induced VCAM-1 immunofluorescence, high-content imaging | inhibition, % at 2 µM | hit rate 0.48% among 95,000;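 active = inhibition above the batch mean plus 3 SD, with images confirmed as a hit by eye, cut at about 37% in these data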;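 also: 0% = TNF-stimulated DMSO wells and 100% = unstimulated control wells; not every result past the cut was called active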
cytoskel mod = alters cytoskeleton assembly in HUVEC cells; AID 836; hit rate 0.18% among 91,000; HUVEC TNFa F-actin phalloidin imaging, high content; inhibition, % at 2 µM;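 active = inhibition above the batch mean plus 3 SD and confirmed as a hit by visual image inspection, cut at about 30% in these data, passing the limit was not always enough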; also: strong numbers were not always called active
PLK1 PBD inh = blocks phosphopeptide binding to human Plk1 polo box domain. P53350. Plk1 PBD phosphopeptide binding, fluorescence polarization. inhibition, %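 (tested at about 20 µM)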. hit rate 0.13% among 97,000. AID 693; in the data active = inhibition above about 34%, passing the limit was not always enough
Target sequence (P53350 whole entry, looked up, the tested form may be a part): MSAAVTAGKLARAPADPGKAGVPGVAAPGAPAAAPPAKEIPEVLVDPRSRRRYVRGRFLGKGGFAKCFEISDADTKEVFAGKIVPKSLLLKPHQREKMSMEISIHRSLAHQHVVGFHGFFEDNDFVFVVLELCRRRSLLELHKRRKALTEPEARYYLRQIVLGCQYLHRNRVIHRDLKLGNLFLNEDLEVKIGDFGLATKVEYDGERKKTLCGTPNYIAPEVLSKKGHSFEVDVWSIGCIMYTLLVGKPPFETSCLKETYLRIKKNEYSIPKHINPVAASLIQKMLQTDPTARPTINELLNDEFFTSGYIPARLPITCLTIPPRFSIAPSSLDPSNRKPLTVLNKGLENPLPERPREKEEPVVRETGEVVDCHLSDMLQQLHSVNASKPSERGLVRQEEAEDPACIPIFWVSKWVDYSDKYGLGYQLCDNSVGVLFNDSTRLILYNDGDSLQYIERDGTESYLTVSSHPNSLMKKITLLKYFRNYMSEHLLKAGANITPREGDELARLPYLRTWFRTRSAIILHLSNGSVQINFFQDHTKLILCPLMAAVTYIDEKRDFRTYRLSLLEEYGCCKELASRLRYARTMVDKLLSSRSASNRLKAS
PLK1 kinase inh = PLK1 (human) kinase inhibition; recombinant PLK1 kinase, TR-FRET peptide phosphorylation; P53350; hit rate 0.53% among 97,000; inhibition, % at 10 µM; AID 619;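 active = inhibition of 50% or more in the single-concentration screen; inactive = inhibition below 50%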;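 also: 0% = DMSO max control and 100% = H-89 dihydrochloride min control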
HUVEC tox IL1B = toxic to HUVEC cells under IL-1B stimulation; AID 845; HUVEC cell count loss, Hoechst imaging, IL-1B stimulated; cell count reduction, % at 2 µM; hit rate 0.41% among 94,000;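 active = cell count reduction more than 3 SD above the screen-wide mean, cut at about 70% in these data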;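 also: normalized per plate to untreated control cells as the no-loss baseline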
HUVEC tox TNFa = HUVEC cytotoxicity counter-screen, TNF alpha stimulated | hit rate 0.17% among 93,000 | cell count reduction, % at 2 µM | HUVEC TNFalpha-stimulated, Hoechst cell count, imaging | AID 848;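 active = cell count reduction exceeding the screen mean by over 5 SD, scaled to untreated wells per plate, cut at about 78% in these data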;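 also: cells counted after 24 h of TNF alpha exposure following the 1 h pretreatment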
An asterisk follows results filed as active; . = no result given.

SMILES	sEH inh	hDAT+cocaine	Ecoli WT expand	VCAM1 TNFa inh	cytoskel mod	PLK1 PBD inh	PLK1 kinase inh	HUVEC tox IL1B	HUVEC tox TNFa
Cc1nc(C)n(C(=O)N(c2ccccc2)c2ccccc2)n1	-13	-0.32	2	20	2	43	-9	-50	1
O=C1NC(=S)N/C1=C\c1cccc([N+](=O)[O-])c1	8	-0.086	2	3	-4	0	28	6	.
Cc1nnc(NC(=O)c2cccc(Br)c2)s1	12	0.27	-12	-11	38	-14	-8	12	-20
CCC(C)(C)n1nnnc1C(c1ccc(OC)c(OC)c1)N1CCN(c2ccc(F)cc2)CC1 (stereo unspecified)	9	-0.48	-8	-6	3	-21	17	-21	-40
CCN(CC)S(=O)(=O)c1cccc(C(=O)Nc2sc3c(c2C(N)=O)CCCC3)c1	2	-0.74	-11	2	24	-10	-1	-31	-24
COc1ccc(Br)cc1C1CC(=O)N2CN(Cc3ccccc3)CSC2=C1C#N (stereo unspecified)	4	-0.53	3	13	8	-13	-4	3	-40
Clc1cc(Br)ccc1OCCOCCOc1cccc2cccnc12	-3	0.13	-5	-4	-4	-6	-11	15	-14
COc1ccc(OC)c(NC(=O)Cc2nn(C)c(=O)c3ccccc23)c1	3	1.1	0	-12	-30	-12	-8	12	11
Cc1ccccc1OCCNC(=O)c1ccccc1Sc1ccccc1C#N	-2	0.1	-14	-4	-12	6	-7	-16	-20
CC1CCN(S(=O)(=O)c2ccc(NC(=O)N3c4ccccc4Sc4ccccc43)cc2)CC1	-2	0.017	-5	-9	4	6	-4	-14	-16

As a working copy, part of the list above.
SMILES	sEH inh	hDAT+cocaine	Ecoli WT expand	VCAM1 TNFa inh	cytoskel mod	PLK1 PBD inh	PLK1 kinase inh	HUVEC tox IL1B	HUVEC tox TNFa
Cc1nc(C)n(C(=O)N(c2ccccc2)c2ccccc2)n1	-13	-0.32	2	20	2	43	-9	-50	1
O=C1NC(=S)N/C1=C\c1cccc([N+](=O)[O-])c1	8	-0.086	2	3	-4	0	28	6	.

The listing continues:
SMILES	sEH inh	hDAT+cocaine	Ecoli WT expand	VCAM1 TNFa inh	cytoskel mod	PLK1 PBD inh	PLK1 kinase inh	HUVEC tox IL1B	HUVEC tox TNFa
COc1ccc(CCN2C(=O)C3C4C=CC(C4)C3C2=O)cc1OC (stereo unspecified)	-3	0.0029	-1	-8	-2	2	-6	-47	-16
CC(C)(C)C(=O)N1CCc2cc(-c3csc(N)n3)ccc21	10	0.21	4	10	-12	27	-4	-8	-9
CC(=O)Nc1nc(SCc2cccc3ccccc23)n[nH]1	-3	0.12	-5	-14	-3	-20	0	-22	-1
COc1ccc(-n2c(SCC(N)=O)nnc2-c2cccnc2)cc1	4	1.4	.	8	4	0	-9	-16	3
CCOC(=O)Cn1c(=O)c2c(nc(N3CCCCC3)n2Cc2ccccc2)n(C)c1=O	-2	-0.18	1	9	14	-21	-3	-41	-12
N#Cc1c(N)c(C(=O)c2ccc(Br)cc2)n2c1CCC2	.	1	-5	5	-2	5	-9	-20	-11
CCOc1cccc(N2C(=O)CC(N3CCC(C(N)=O)(N4CCCCC4)CC3)C2=O)c1 (stereo unspecified)	-8	-1.1	-5	9	3	-25	-10	-13	-13
CCC(=O)Nc1cccc(NC(C)=O)c1	13	.	7	-8	11	5	-4	-3	.
Cc1cc(S(=O)(=O)NCC(C)C)ccc1OCC(=O)NCc1ccccn1	-1	1.1	-2	9	3	-5	-23	-105	-13
Cc1ccc(CNc2ccc(N3CCOCC3)c(C(=O)O)c2)s1	-5	-0.97	-9	-13	18	-3	-9	0	5
CCN(CC)CCNC(=O)c1ccc(NC(=O)c2ccc(Cl)c(S(=O)(=O)Nc3ccccc3OC)c2)cc1	11	-0.29	1	8	-7	-3	-17	-33	0
COc1ccc(-n2ccnc2SCC(=O)Nc2ccc(OC)cc2OC)cc1	.	-1.4	0	-4	15	3	-4	-21	-30
COc1ccc(N2CCN(C(=O)CCc3ccc(S(=O)(=O)NCC(C)C)cc3)CC2)cc1	-14	0.69	.	-5	19	3	-13	-6	-29
CNC(=O)CN(C1CCCCC1)S(=O)(=O)c1ccc(F)cc1	-5	-1.2	3	14	8	-5	-12	5	-2
COC(=O)c1ccccc1NC(=O)CSc1nc(N)cc(N)n1	.	0.52	2	.	.	42	71*	.	.
O=C(COC(=O)C1CC1)NCc1ccccc1Cl	-4	-2.4	2	-3	-6	7	1	-14	9
COC(=O)C(C)Sc1nnc(Cc2cc(=O)[nH]c(=O)[nH]2)n1-c1ccc(Cl)cc1 (stereo unspecified)	27	.	6	10	5	1	28	3	-13
COc1ccc(NC(=O)CN2CCC(C(N)=O)(N3CCCCC3)CC2)cc1	1	-1.4	1	14	-7	-9	-2	-33	-1
CC(C)CNS(=O)(=O)c1ccc(CCC(=O)N2CCOCC2)cc1	-12	1.3	2	1	0	8	-7	-1	-27
CCC(C#CCN1CCCCC1)(CC)OCCC#N	8	.	7	-11	10	-30	0	-8	-19
Cc1ccccc1-c1nc(CN2CCC(C(=O)N3CCN(c4ccccn4)CC3)CC2)c(C)o1	-10	0.081	5	6	-16	-27	-13	1	1
CCN1C(c2ccccc2)C(C)C(=O)C(C)C1c1ccccc1 (stereo unspecified)	-15	-0.26	3	6	.	20	5	-12	-1
CCn1c(Cc2ccccc2)nnc1SCC(=O)Nc1ccc(N2CCOCC2)c(Cl)c1	40	0.82	2	13	2	-19	-12	36	-18
CCOC(=O)Cc1csc(NC(=O)CSc2nc(N)c3c(C)c(C)sc3n2)n1	-2	0.72	-4	-33	.	-4	5	-17	27
COc1ccc(Br)cc1/C=N/NC(=O)CNC(=O)/C=C/c1ccccc1	-8	0.76	5	17	1	-24	-8	2	-12
O/N=C1/CCCCc2sccc21	-23	-0.57	0	-4	.	8	-16	1	0
Cc1cccc(CN2C(=O)N/C(=C/c3cc(C)n(-c4cc(C)ccn4)c3C)C2=O)c1	10	1.8	-8	7	-9	6	-7	-11	1
O=C(CSc1nnc(C2COc3ccccc3O2)o1)N1CCCCC1 (stereo unspecified)	.	-1.5	-3	11	-10	-1	0	-5	-25
CCOc1cc(C2NC(=O)NC(C)=C2C(=O)NCc2ccccc2)c(Cl)cc1O (stereo unspecified)	-6	-0.035	-4	-9	14	7	2	-6	-14
COc1ccc2oc(=O)cc(C)c2c1	-3	.	16	5	-3	-17	-2	21	1

The last four records of the part before come first, to join the parts:
SMILES	sEH inh	hDAT+cocaine	Ecoli WT expand	VCAM1 TNFa inh	cytoskel mod	PLK1 PBD inh	PLK1 kinase inh	HUVEC tox IL1B	HUVEC tox TNFa
Cc1cccc(CN2C(=O)N/C(=C/c3cc(C)n(-c4cc(C)ccn4)c3C)C2=O)c1	10	1.8	-8	7	-9	6	-7	-11	1
O=C(CSc1nnc(C2COc3ccccc3O2)o1)N1CCCCC1 (stereo unspecified)	.	-1.5	-3	11	-10	-1	0	-5	-25
CCOc1cc(C2NC(=O)NC(C)=C2C(=O)NCc2ccccc2)c(Cl)cc1O (stereo unspecified)	-6	-0.035	-4	-9	14	7	2	-6	-14
COc1ccc2oc(=O)cc(C)c2c1	-3	.	16	5	-3	-17	-2	21	1
CC(C)C(=O)NC(NC(=S)Nc1cccc2cccnc12)C(Cl)(Cl)Cl (stereo unspecified)	-13	-1.2	0	13	3	3	-3	16	-15
Cn1c(=O)c2c(nc(SCC(=O)NCc3ccc4c(c3)OCO4)n2Cc2ccc(F)cc2)n(C)c1=O	-19	2.2	.	-2	8	19	-8	4	3
COc1nc2c(s1)C(=O)NCCC2	-3	-0.25	3	15	.	10	-4	-36	-16
COc1ccc(CCNC(=O)C(=O)N2CCCCC2)cc1OC	-2	-0.69	.	9	9	5	-11	5	-28
O=C(Nc1ccccc1)Nc1nccs1	2	-0.21	21	4	-28	0	93*	0	-6
CC(C)Oc1ccc(C(=O)N(CN2CCCC2=O)c2ccc(F)cc2)cc1	21	1.7	-6	-19	.	20	-3	-1	-2
COc1cccc(-c2cc(C(=O)N3CCCCC3C)no2)c1 (stereo unspecified)	10	.	4	-5	18	12	-21	-33	-27
CCOc1ccc(C(=O)Nc2c3c(nn2-c2ccc(F)cc2)CS(=O)C3)cc1 (stereo unspecified)	-12	-0.98	-6	-7	8	8	-13	55	-6
Cc1ccc(C(=O)N/C(=C\c2ccc([N+](=O)[O-])cc2)C(=O)NCCc2ccccc2)cc1	16	1.6	0	10	-1	-19	-10	0	3
CCCNC(=O)c1cnc(Sc2ncc(C(F)(F)F)cc2Cl)n1C	3	-0.35	7	15	-3	-33	-10	-2	-18
COC(=O)c1cccnc1-n1c(=O)c2cccnc2n(Cc2ccc(Cl)cc2)c1=O	0	1.3	-13	4	-15	-12	-11	-16	20
COc1ccc(C2Oc3ccccc3C3=C2C(c2cccs2)n2ncnc2N3)cc1 (stereo unspecified)	-9	1.2	2	-6	12	-26	1	-163	-19
CSc1ccc(NC(=O)NCCCN2CCN(c3ccccc3F)CC2)cc1	66	-0.19	-1	-2	-12	-16	-9	-40	-45
O=C(Nc1ccccc1SCC1CSc2nc3ccccc3c(=O)n21)c1ccccc1 (stereo unspecified)	4	-0.22	2	9	22	-33	-16	-20	6
O=C(CSc1nnc(-c2ccncc2)o1)Nc1ccccc1Cl	1	0.84	-3	-11	-13	6	-5	-21	4
Clc1ccc(OCc2nnc(SCc3nc4ccccc4[nH]3)n2Cc2ccco2)cc1	5	-0.41	-4	-2	-2	6	1	-31	-40
COCCn1c(C)cc(C2=NNC(=Nc3ccc(F)cc3)SC2)c1C	12	0.51	-5	3	26	-21	2	-10	-13
Cc1ccc(OCC(=O)N/N=C\c2ccco2)c(C)c1	-12	0.0094	4	9	13	-4	-3	8	-21
CCc1nnc(NC(=O)c2cc3ccccc3oc2=O)s1	-10	-8.9*	-5	-19	2	-10	-7	14	5
c1ccc(Cn2c(-c3cncs3)nc3ccccc32)cc1	2	-1.3	9	-4	11	13	-5	-1	-24

Brought forward from above: 2 entries, followed by the next part.
SMILES	sEH inh	hDAT+cocaine	Ecoli WT expand	VCAM1 TNFa inh	cytoskel mod	PLK1 PBD inh	PLK1 kinase inh	HUVEC tox IL1B	HUVEC tox TNFa
CCc1nnc(NC(=O)c2cc3ccccc3oc2=O)s1	-10	-8.9*	-5	-19	2	-10	-7	14	5
c1ccc(Cn2c(-c3cncs3)nc3ccccc32)cc1	2	-1.3	9	-4	11	13	-5	-1	-24
O=C(Nc1cccc(S(=O)(=O)N2CCOCC2)c1)c1ccco1	14	-1.2	5	-31	7	10	18	6	0
CCOC(=O)N1CCN(C(=O)c2ccc(C#CC3(O)CCCCC3)cc2)CC1	1	1.1	0	19	-13	5	-10	-29	3
CNC(=O)c1[nH]cnc1C(=O)Nc1cccc(OC)c1	-6	-0.42	-10	0	2	10	-10	-43	-39
O=C(NCCN1CCN(c2cccc(Cl)c2)CC1)C1CCCN(S(=O)(=O)c2cnc[nH]2)C1 (stereo unspecified)	16	-0.73	6	11	-5	-7	-2	-8	-8
